miR122 inh: blocks miR-122 activity in Huh7 sensor cells; Huh7 miR-122 Renilla luciferase sensor, 48 h; neutral wells = 0, positive control = 100; activation (reporter increase), % at 12.5 µM; actives 0.3% (n = 340,000);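 active means mean replicate activation score at least 90 and every replicate individually at or above 90; inconclusive means only one of the two criteria met; inactive means neither criterion met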;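 further: higher luciferase means less miR-122 activity so hits act as miR-122 inhibitors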
DENV2 CPE: inhibitors of DENV2 cytopathic effect | DENV2-infected cells, cytopathic effect rescue, plate reader | actives 1.7% (n = 350,000) | CPE inhibition, % at 9.99 µM; in the data active means CPE inhibition above about 20%, passing the limit was not always enough; inconclusive means no clear call, values can overlap the other calls; tested in BHK-21 cells;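 further: 0% = median of neutral control wells and 100% = median of positive control wells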
FN deposit inh: fibronectin deposition inhibition. actives 0.086% (n = 350,000). inhibition, % at 12.6 µM. AID 743247. AH1F fibroblasts, Alexa488-fibronectin deposition fluorescence, overnight;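 active means mean inhibition across replicates of 30% or more, regardless of how many single replicates reach that level; inconclusive means mean under 30% yet at least half of replicates reach 30%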;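 further: positive control wells lacked labelled fibronectin entirely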
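Measured by – fluorescence 485/525 nm · System – AH1F fibroblast monolayer, labelled fibronectin deposition · Amount – 10000 cells per well · Buffer or medium – serum-reduced DMEM (2% serum) · Doses – single dose, pinned · Also added – fluorescent fibronectin at 24 nM final · Schedule – 1 h cell attachment, overnight exposure to compound and label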
EWS-Fli inh: blocks EWS/Fli oncoprotein-driven transcription; A673 NR0B1-luciferase reporter, viability-normalised; inhibition, % at 12.6 µM; actives 0.67% (n = 350,000); AID 651661;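 active means mean inhibition of at least 50% after viability correction, with every replicate also passing that limit; inconclusive means mean reaches 50% but only one of two replicates passes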;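 further: firefly luciferase signal divided by Alamar Blue viability fluorescence both relative to DMSO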
INS-1E GSIS act: GLuc luminescence reporter in INS-1E cells, primary screen for activators of glucose-dependent secretion of insulin; INS-1E GLuc reporter insulin secretion, 2-3 h; activation, % at 16.6 µM; actives 0.61% (n = 370,000); AID 743287;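 active means lowest replicate activation of at least 40%, so every replicate reaches that level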;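 further: 0% = median of neutral control wells and 100% = median of IBMX positive control wells; some compounds called inactive have numbers as strong as hits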
PAX8 inh HTS: inhibitors of PAX8 transcriptional activity in RMG-I cells; actives 1.2% (n = 360,000); RMG-I TPO-luciferase reporter, SteadyGlo, 24 h; AID 652154; inhibition, % at 12.6 µM;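 active means mean replicate inhibition at least 60% with every replicate also reaching 60%; inconclusive means only one of the two criteria is met; inactive means mean below 60% and not all replicates reaching 60%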;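 further: luciferase light reporting Pax8 driven TPO promoter activity; plate controls were median of neutral control wells for no effect and mitoxantrone controls for full effect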
F508del corr: CFTR F508del correction in bronchial cells | activity (quench increase), % at 7.58 µM | CFBE cells, YFP halide quenching; stimulated with forskolin plus potentiator P3; % fluorescence drop versus neutral controls | actives 0.36% (n = 350,000);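 active means mean added fluorescence quench of at least 8% versus neutral control, with both replicates also reaching 8%; inconclusive means only one of the mean or replicate conditions met; inactive means mean below 8% and not both replicates reaching 8%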;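 further: cells transiently co-express mutant CFTR-F508del with the halide-sensitive YFP; corrector assay measuring rescue of mutant channel to the surface after 24 h compound exposure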
Active calls of the source: *; ? = inconclusive; . = no result given; [ ] = dose if it differs, or a comment.

#	structure	miR122 inh	DENV2 CPE	F508del corr	INS-1E GSIS act
1	CCOC(=O)N1CCC(N2CC34C=CC(O3)C(C(=O)Nc3ccc(C)cc3)C4C2=O)CC1 (stereo not drawn)	-8	-2	1.5	7
2	COc1ccc(N(C=O)C(C(=O)Nc2c(C)cccc2C)c2ccccc2)cc1 (stereo not drawn)	.	-3	-0.5	-9
3	COc1ccc(N2CCN(C(=O)c3cc4c(=O)n(Cc5ccccc5)ccc4nc3C)CC2)cc1	-4	-1	-1.3	-10
4	COc1ccc(S(=O)(=O)N2CCCCC2)cc1NC(=O)C1CC1C (stereo not drawn)	.	6	-3.3	40*
5	COc1ccc2oc(C(=O)OCC(=O)Nc3ccccc3)c(C)c2c1	-1	1	-1.8	15
6	CC(OC(=O)C12CC3CC(CC(O)(C3)C1)C2)C(N)=O (stereo not drawn)	1	2	1.8	14
7	CCOC(=O)[C@]12CCC=C1N(Cc1ccco1)C(=O)[C@H](CC(=O)NCCCN1CCCC1=O)C2	.	7	1.9	25
8	O=C(N/N=C/c1cn(Cc2ccccc2)c2ccccc12)c1cc(O)cc(O)c1	1	.	0.5	10
9	Cc1sc2nc(COC(=O)c3ccc(N4CCCC4)c([N+](=O)[O-])c3)[nH]c(=O)c2c1C	.	.	.	8
10	CCOC(=O)C1=C(C)N(CCCCCC(=O)O)C(=O)NC1c1ccccc1Cl (stereo not drawn)	-7	1	2.2	.

#	EWS-Fli inh	FN deposit inh	PAX8 inh HTS
1	-5	-8	8
2	1	-8	24
3	2	5	10
4	-1	-9	-6
5	.	.	-3
6	-4	0	-1
7	4	0	-13
8	.	2	6
9	4	.	-22
10	-7	0	1

The results go on.
#	structure	miR122 inh	DENV2 CPE	F508del corr	INS-1E GSIS act
11	O=C(Cn1cnc2c(cnn2-c2ccccc2)c1=O)Nc1ccc(S(=O)(=O)N2CCOCC2)cc1	-6	.	.	-12
12	COc1ccc(C2=Nc3ccccc3N(C(=O)c3ccc(C(F)(F)F)cc3)C2C(=O)NCc2ccccc2)cc1 (stereo not drawn)	.	?	5.6	-4
13	O=C(Nc1cccc(Cl)c1)N1C[C@@H]2[C@H](c3ccccc31)[C@H](CO)N2C(=O)c1ccncc1	7[16.7 µM]	8	-3.1	-10
14	COc1cccc(C(C)(O)c2nc(-c3ccc(C)c(C)c3)cs2)c1 (stereo not drawn)	-6	15	-1.8	-5
15	CCCCCC(=O)Nc1sc(C)c(C)c1C#N	.	.	1.7	-15
16	O=C1NC[C@H](Cc2ccccc2)N(C[C@H]2CCCN2C[C@H](Cc2ccc(O)cc2)N2C[C@H](Cc3ccc(O)cc3)N(CC3CCCCCC3)C(=O)C2=O)C1=O	-5	-3	-0.5	-14
17	O=C1CC(C(=O)N(c2cccc(F)c2)C(C(=O)NC2CCCC2)c2ccccn2)CS1 (stereo not drawn)	3	.	.	7
18	COc1ccccc1NC(=O)N[C@@H]1CC[C@H](CC(=O)NCc2ccc(Cl)c(Cl)c2)O[C@@H]1CO	.	1	0.1	-16
19	C[C@@H]1CN([C@@H](C)CO)C(=O)c2cc(C#Cc3ccncc3)cnc2O[C@H]1CN(C)S(=O)(=O)c1ccccc1F	-9[16.7 µM]	-10	-3.8	-24
20	COc1ccccc1-c1cnc2c(c1)C(=O)N([C@@H](C)CO)C[C@H](C)[C@H](CN(C)Cc1cccnc1)O2	2[16.7 µM]	1	0.4	5

#	EWS-Fli inh	FN deposit inh	PAX8 inh HTS
11	.	-2	15
12	-18	-10	8
13	-7	.	3
14	13	2	11
15	-16	11	-24
16	16	0	2
17	.	12	.
18	.	-16	.
19	-12	.	.
20	0	-9	.

The results go on:
#	structure	miR122 inh	DENV2 CPE	F508del corr	INS-1E GSIS act
21	O=C(N/N=C/c1sc(=O)n(-c2ccccc2)c1Cl)c1ccncc1	.	1	3.2	4
22	CCOC(=O)CNC(=O)N(C)[C@H]1C[C@H]2c3[nH]c4ccccc4c3CCN2C[C@H]1[C@H](C)O	2	13	-3.4	-7
23	CCCCN(CC)Cc1ccc(CNC(=O)Nc2ccc(Cl)cc2)o1	.	6	1.3	-20
24	CC(C)NC(=O)Nc1ccc2c(c1)C(=O)N([C@H](C)CO)C[C@@H](C)[C@H](CN(C)C(=O)c1ccncc1)OCCCC[C@H](C)O2	8[16.7 µM]	3	2.4	1
25	CCn1c(SCC(=O)NCc2ccco2)nnc1C1CCCC1	-11	18	-3.0	1
26	CCC(C)C1C(C#N)=C(N)Oc2n[nH]c(-c3ccccc3)c21 (stereo not drawn)	-1	-5	-3.2	-3
27	O=C1OC(c2ccc(F)cc2)CC1CN1CCOCC1 (stereo not drawn)	.	-2	3.0	.
28	Cc1cc2cc(CNC(=S)Nc3ccc(OC(F)F)cc3)ccc2[nH]1	6	-4	0.0	4
29	O=C(CCCN1C(=O)c2cccc3cccc(c23)C1=O)Nc1ccon1	-7	2	0.1	10
30	CC(C)NC(=O)Nc1cccc2c1O[C@@H](CN(C)S(=O)(=O)c1ccc(Cl)cc1)[C@H](C)CN([C@H](C)CO)C2=O	-5[16.7 µM]	-1	0.4	-7

#	EWS-Fli inh	FN deposit inh	PAX8 inh HTS
21	-6	.	-14
22	7	5	35
23	-28	31*	-2
24	.	0	-9
25	.	-4	-7
26	-9	2	17
27	3	2	?
28	6	7	17
29	6	-9	-28
30	-5	.	-2

Going on with the list.
#	structure	miR122 inh	DENV2 CPE	F508del corr	INS-1E GSIS act
31	CCCN(C)C[C@H]1Oc2cc(C#CC3CC3)ccc2S(=O)(=O)N([C@H](C)CO)C[C@H]1C	37[16.7 µM]	4	3.4	-6
32	CCc1ccc(-c2cc(C)no2)cc1S(=O)(=O)N1CCOc2ccc(C)cc21	5	13	0.6	-7
33	CC(=O)c1ccc(NC(=O)C(C)Sc2n[nH]c(-c3cccnc3)n2)cc1 (stereo not drawn)	.	5	-1.2	1
34	C[C@H](O)C#Cc1ccc2c(c1)O[C@@H](CN(C)C(=O)CC1CC1)[C@@H](C)CN([C@@H](C)CO)S2(=O)=O	3[16.7 µM]	2	2.3	7
35	CCCN(C)C[C@@H]1OCCCC[C@H](C)Oc2ccc(NC(=O)Nc3ccc(C(F)(F)F)cc3)cc2C(=O)N([C@@H](C)CO)C[C@@H]1C	11[16.7 µM]	2	-0.9	3
36	CC(C)C[C@H](NC(=O)c1nc[nH]c1C(=O)N1CCN(C(=O)OC(C)(C)C)CC1)C(=O)OC(C)(C)C	.	-9	12*	-26
37	CCCC(=O)Nc1ccc2c(c1)OC[C@@H](C)N(Cc1cc(-c3ccccc3)on1)C[C@@H](C)[C@H](OC)CN(C)C2=O	.	14	-0.6	-24
38	O=C(Nc1ccc(Cl)cc1)N[C@@H]1CC[C@@H](CCNS(=O)(=O)c2ccccc2F)O[C@@H]1CO	.	3	0.4	-24
39	c1ccc(Nc2ccccc2)cc1	-4	-3	-0.6	24
40	COC(=O)C(C(=O)OC)c1ccccc1NS(=O)(=O)c1ccc(C)cc1	.	0	-0.8	4

#	EWS-Fli inh	FN deposit inh	PAX8 inh HTS
31	8	8	.
32	14	0	50
33	-7	2	-14
34	-4	-10	.
35	3	.	50
36	-15	0	18
37	5	0	.
38	-5	7	40
39	-1	-3	5
40	-6	2	-13

Single records, as listed above. Order of values: miR122 inh | DENV2 CPE | F508del corr | INS-1E GSIS act | EWS-Fli inh | FN deposit inh | PAX8 inh HTS
Entry for CCCC(=O)Nc1ccc2c(c1)OC[C@@H](C)N(Cc1cc(-c3ccccc3)on1)C[C@@H](C)[C@H](OC)CN(C)C2=O → . | 14 | -0.6 | -24 | 5 | 0 | .
Entry for C[C@H](O)C#Cc1ccc2c(c1)O[C@@H](CN(C)C(=O)CC1CC1)[C@@H](C)CN([C@@H](C)CO)S2(=O)=O → 3[16.7 µM] | 2 | 2.3 | 7 | -4 | -10 | .
Entry for COC(=O)C(C(=O)OC)c1ccccc1NS(=O)(=O)c1ccc(C)cc1 → . | 0 | -0.8 | 4 | -6 | 2 | -13
Entry for CCCN(C)C[C@@H]1OCCCC[C@H](C)Oc2ccc(NC(=O)Nc3ccc(C(F)(F)F)cc3)cc2C(=O)N([C@@H](C)CO)C[C@@H]1C → 11[16.7 µM] | 2 | -0.9 | 3 | 3 | . | 50
Entry for CC(C)C[C@H](NC(=O)c1nc[nH]c1C(=O)N1CCN(C(=O)OC(C)(C)C)CC1)C(=O)OC(C)(C)C → . | -9 | 12* | -26 | -15 | 0 | 18

Following part:
#	structure	miR122 inh	DENV2 CPE	F508del corr	INS-1E GSIS act
41	O=C(c1ccccc1)N1C[C@H]2[C@@H](c3ccccc31)[C@@H](CO)N2C(=O)c1ccccn1	20[16.7 µM]	2	-5.4	-9
42	CC(=O)Nc1ccc(NC(=O)C(C)Sc2nc3nc(C)cc(C)n3n2)cc1 (stereo not drawn)	.	-8	2.7	12
43	CC1CCN(c2nc(-c3cccnc3)nc3scc(-c4ccccc4)c23)CC1	.	-4	.	4
44	Cn1c(/C(C#N)=C/c2cccc(O)c2)nc2ccccc21	5	-2	-0.5	5
45	O=C(COC(=O)c1cc(=O)[nH]c2ccccc12)Nc1ccc(Cl)cn1	0	-6	-0.8	9
46	O=C(c1ccc(NS(=O)(=O)c2ccc(Cl)c(Cl)c2)cc1)N1CCOCC1	6	12	2.3	-9
47	O=C(C1CCOCC1)N1CC2(C1)[C@H](c1ccccc1)[C@H](CO)N2CCC(F)(F)F	.	-14	1.0	2
48	Cc1ccc(S(=O)(=O)NCc2ccccc2)cc1C(=O)NC(C)c1ccc(S(N)(=O)=O)cc1 (stereo not drawn)	.	-3	3.6	6
49	C/C(=N\S(=O)(=O)c1ccc(C)cc1)NC(=S)Nc1ccc(C)cc1	3	-6	-0.3	-3
50	Cc1onc(-c2ccccc2)c1C(=O)OCC(=O)N(C)c1c(N)n(Cc2ccccc2)c(=O)[nH]c1=O	-1	2	-4.2	-3

#	EWS-Fli inh	FN deposit inh	PAX8 inh HTS
41	-7	0	-2
42	-16	-3	-11
43	14	1	-26
44	-4	3	-20
45	4	-10	8
46	-1	-6	-2
47	1	.	-4
48	3	-2	1
49	-24	-9	-73
50	-2	-2	3

Next part.
#	structure	miR122 inh	DENV2 CPE	F508del corr	INS-1E GSIS act
51	COc1ccc(/C=N/Nc2nc(Nc3ccccc3)nc(N3CCCCC3)n2)c(OC)c1	.	.	.	-7
52	CO[C@@H](CN(C)C(=O)c1ccccc1F)[C@@H](C)CN([C@H](C)CO)S(=O)(=O)c1ccccc1	.	4	1.7	10
53	C[C@@H]1CN([C@@H](C)CO)C(=O)c2cc(NC(=O)Nc3ccc(C(F)(F)F)cc3)ccc2O[C@@H](C)CCCCO[C@@H]1CN(C)S(=O)(=O)c1ccc(Cl)cc1	0[16.7 µM]	-2	2.4	12
54	COc1cccc(-n2c(=O)c3cc(OC)c(OC)cc3n(CC(=O)Nc3cc(C)[nH]n3)c2=O)c1	-7	-11	-3.8	-4
55	CC(C)Cn1cnc2c(N)nc3ccccc3c21	-10	3	0.8	.
56	O=C(/C(=C/c1ccccc1)n1cncn1)c1ccc(Cl)cc1Cl	-4	.	.	8
57	CCCNC(=O)N(C)C[C@H]1Oc2ncc(-c3ccccc3F)cc2C(=O)N([C@@H](C)CO)C[C@H]1C	-8[16.7 µM]	-5	1.6	25
58	NS(=O)(=O)c1ccc(CCNC(=S)NC(=O)c2ccccc2Br)cc1	.	?	4.8	29
59	CCOC(=O)c1oc2cc(O)c(CC)cc2c(=O)c1-c1cscn1	-3	4	2.1	-8
60	CNC[C@@H]1Oc2ccc(NC(=O)NC(C)C)cc2CC(=O)N([C@H](C)CO)C[C@@H]1C	-4[16.7 µM]	1	-0.2	5
61	COc1ccc(CCNC(=O)COc2cc(C)cc3oc(=O)cc(C)c23)cc1	-8	1	0.0	1

#	EWS-Fli inh	FN deposit inh	PAX8 inh HTS
51	.	-3	2
52	1	-2	.
53	-3	-6	5
54	-3	1	8
55	4	-5	5
56	.	8	8
57	-6	-7	-2
58	-3	0	9
59	-5	16	3
60	-11	.	14
61	.	8	0
